# FadD28 binding: inhibitors of FadD28 bisubstrate probe binding, primary screen, biochemical, fluorescence polarization, single point; inhibition, % at 12.5 µM; hit rate 0.22% among 360,000; AID 588549, 2011; Mycobacterium tuberculosis FadD28 fatty-acid-AMP ligase; in the data active = inhibition above about 8.5%, passing the limit was not always enough
# Y pestis TopoI: Yersinia pestis topoisomerase I inhibitors, primary screen, biochemical, cleavage product accumulation, plate reader, single point. AID 504884, 2011. Y. pestis Topo-I cleavage product accumulation. hit rate 0.064% among 360,000. activity, % at 10 µM. DNA topoisomerase I (Yersinia pestis CO92); in the data active = activity above about 50%, passing the limit was not always enough; also: inactives centre near 2
# TcdB GH inh: TcdB glycohydrolase inhibitors, primary screen, biochemical, single point, plate reader; Toxin B (Clostridioides difficile), P18177; TcdB glycohydrolase enzymatic assay; inhibition, % at 9.99 µM; hit rate 0.24% among 350,000; in the data active = inhibition above about 10%
# BH1578 lux ind: inducers of Vibrio cholerae quorum light production without autoinducers, primary screen, BH1578 luxS cqsA deficient, single point | V. cholerae BH1578 lux reporter, luminescence, 6 h | hit rate 0.16% among 350,000 | AID 588436, 2011 | activation, % at 18.7 µM; in the data active = activation mostly above about 9.7%, no sharp cut-off; also: not every result past the cut was called active; inactives centre near 0; reference of the scale not given here
# Mtb BioA inh: M. tuberculosis BioA enzyme inhibitors, primary screen, biochemical, plate reader, single point, HTS; 7,8-diaminopelargonic acid synthase BioA (Mycobacterium tuberculosis); purified M. tuberculosis BioA enzyme; inhibition, % at 9.99 µM; hit rate 0.096% among 360,000; in the data active = inhibition above about 40%
# GDH-TPI inh: GDH-TPI coupling enzyme inhibitors, primary screen, artefact control for M. tuberculosis FBA inhibitor project, biochemical, absorbance, full deck | AID 588335, 2011 | hit rate 1.2% among 360,000 | inhibition, % at 4.8 µM | GDH-TPI coupled enzyme counterscreen, NADH absorbance; in the data active = inhibition above about 30%;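 also: 0% = DMSO wells and 100% = wells lacking the enzyme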
# FBA Mtb inh: Mtb FBA enzyme inhibitors, primary screen, biochemical, fluorescence, strain H37Rv | purified M. tuberculosis FBA, fluorescence read-out | inhibition, % at 1 µM | hit rate 2.3% among 360,000 | AID 588726, 2011; in the data active = inhibition above about 27%;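 also: 0% = vehicle and 100% = reference inhibitor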
# Target sequence (P9WQA3 whole entry, looked up): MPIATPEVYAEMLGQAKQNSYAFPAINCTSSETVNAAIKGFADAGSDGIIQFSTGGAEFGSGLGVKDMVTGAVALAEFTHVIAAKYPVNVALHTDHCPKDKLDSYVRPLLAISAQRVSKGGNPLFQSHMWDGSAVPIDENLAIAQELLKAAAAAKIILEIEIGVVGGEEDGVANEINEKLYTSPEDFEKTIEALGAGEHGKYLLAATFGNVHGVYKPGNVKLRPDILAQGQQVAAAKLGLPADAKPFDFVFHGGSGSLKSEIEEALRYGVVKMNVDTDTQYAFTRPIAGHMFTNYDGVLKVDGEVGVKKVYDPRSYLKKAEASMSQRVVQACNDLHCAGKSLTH
# PfHsp40 yeast: rescue of yeast from PfHsp40 toxicity, primary screen, S. cerevisiae, ATP luminescence. S. cerevisiae expressing PfHsp40, growth rescue. growth rescue, % at 12.5 µM. hit rate 0.68% among 340,000. AID 504582, 2011; in the data active = growth rescue above about 28%, passing the limit was not always enough;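 also: yeast W303a lacking pdr1 and pdr3 grown in galactose medium; growth measured after three days at 30 °C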
# Mtb UGM inh: M. tuberculosis UGM enzyme inhibitors, primary screen, biochemical, fluorescence polarization, single point | UDP-galactopyranose mutase (Mycobacterium tuberculosis (strain ATCC 25618 / H37Rv)), … | purified UGM, fluorescence polarization probe displacement | inhibition, % at 10 µM | hit rate 0.06% among 320,000 | AID 504406, 2011; in the data active = inhibition above about 10%, passing the limit was not always enough
# Target sequence (P9WIQ1 whole entry, looked up): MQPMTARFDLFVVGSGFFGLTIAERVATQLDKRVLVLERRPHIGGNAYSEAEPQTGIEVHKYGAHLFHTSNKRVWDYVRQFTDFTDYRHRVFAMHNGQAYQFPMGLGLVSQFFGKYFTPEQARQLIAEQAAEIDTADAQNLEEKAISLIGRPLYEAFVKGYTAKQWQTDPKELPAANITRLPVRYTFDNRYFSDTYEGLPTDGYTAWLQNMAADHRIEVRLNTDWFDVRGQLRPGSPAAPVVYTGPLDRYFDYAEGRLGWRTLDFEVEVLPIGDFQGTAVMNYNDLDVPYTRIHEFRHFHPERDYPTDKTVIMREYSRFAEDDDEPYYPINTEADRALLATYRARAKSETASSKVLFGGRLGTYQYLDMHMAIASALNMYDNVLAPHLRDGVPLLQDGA
# An asterisk follows results filed as active; i = inactive; / = no result given; + = active, no number. Outcome played no part in choosing rows, and some 4.6% of all compounds hit somewhere here.
# Every second line gives: FadD28 binding, Y pestis TopoI, TcdB GH inh, BH1578 lux ind, Mtb BioA inh, GDH-TPI inh, FBA Mtb inh, PfHsp40 yeast, Mtb UGM inh
- Cc1ccc2c3c(cccc13)-c1ccccc1C2=O
→ 0.2, -6, 0.6, -0.2, 1.2, 12, 1, 2.2, /
- Cc1onc(-c2ccccc2)c1C(=O)N1CCCC(C(F)(F)F)C1 (centres undefined)
→ -3.2, 9, -0.8, i, 2.2, 2, 1, -0.4, -1.5
- CC1(CCc2ccccc2)NC(=O)N(CC(=O)Nc2ccc(S(N)(=O)=O)cc2)C1=O (centres undefined)
→ -6.6, 2, -1.6, -0.1, /, -3, -2, 0.6, -2.4
- CCCCC1CC2=C(C(=O)OC(C)(C)O2)C(c2ccc(Cl)cc2)O1 (centres undefined)
→ 0.8, /, -1.1, /, 0.7, /, -1, /, /
- Oc1ccc(C[C@H]2CNC(=S)N2CC2CCCN2C[C@H](Cc2ccccc2)N2C[C@H](Cc3ccc(O)cc3)N(CCc3ccccc3)C2=S)cc1 (some centres undefined)
→ -1.4, 32, -0.1, 1.0, -1.8, 34*, 1, 1.6, /
- COCCNC(=S)N1CCC(c2nc(-c3ccc(N(C)C)cc3)no2)CC1
→ 0.1, 6, /, i, /, 0, -1, 0.3, 1.8
- COc1cc(C)nc(NC(=O)NC(=O)c2ccc(C(F)(F)F)cc2)n1
→ -0.1, 3, 1.3, -0.4, -1.8, 0, 0, 0.6, 2.0
- CC(C)(C)CC(C)(C)NCC(O)COc1ccc2c(c1)CCC2 (centres undefined)
→ -0.6, 6, 3.3, i, -0.5, 10, -1, -0.1, -0.2
- CCCn1ncc(CN2CCC(Oc3ccc(C(=O)N4CCCC4)cc3)CC2)c1C
→ 0.6, 5, 0.6, 0.5, 0.5, 0, 2, 0.5, -1.8
- CC(=O)Nc1ccc(C(=O)COC(=O)CN2C(=O)NC3(CCCCC3C)C2=O)cc1 (centres undefined)
→ -2.4, -10, 0.3, i, -0.7, 16, 5, -1.4, -1.7
- COc1ccc(C=Nc2cccnc2N)cc1
→ -0.3, 3, /, -0.3, -2.4, 10, 7, -3.5, 4.1
- O=C1C(Oc2ccccc2)C(c2ccc3c(c2)OCO3)N1CCc1ccc(F)cc1 (centres undefined)
→ -0.2, -5, 0.3, -0.2, -1.7, 33*, 2, -0.6, -0.4
- O=C(Nc1sc2c(c1C(=O)NCc1ccco1)CCCC2)c1ccc2c(c1)OCO2
→ 1.5, 4, /, 0.4, 0.6, 18, 13, 0.7, 2.6
- O=C(c1nn(Cc2ccccc2)c(=O)c2ccccc12)N1CCN(C/C=C/c2ccccc2)CC1
→ -1.6, 37, /, -6.2, 2.1, -3, 2, 0.5, -1.3
- COc1ccc(C(=O)NCCNC(C)=O)cc1S(=O)(=O)NCc1ccc(Cl)cc1
→ -1.0, 13, /, i, /, -16, -5, 0.9, 2.6
- CN1CCN(C(=O)C(=O)c2cn(CC(=O)N3CCCCCC3)c3ccccc23)CC1
→ 0.7, -1, 0.8, -0.4, 1.6, 10, 1, /, /
- Cc1c(C)c2c(OCC(=O)O)cc3c(c2oc1=O)CCC(C)(C)O3
→ -1.6, 16, 0.5, 1.7, -1.3, 9, +, 1.6, 0.8
- Cc1ccc(-c2nnn(CC(=O)Nc3ccccc3-c3ccccc3)n2)c(-n2cnnn2)c1
→ -3.6, 7, /, i, -0.2, -3, 0, -0.5, /
- COc1cc(NC(=O)CN(C)S(=O)(=O)c2ccc3c(c2)CC(C)N3C(C)=O)cc(OC)c1OC (centres undefined)
→ -1.8, -10, 0.9, i, -0.9, 0, -3, -1.0, -3.7
- Cc1nc2ccc(Cl)cc2c(=O)n1-c1ccccc1Cl
→ -2.7, 2, 2.5, i, 32, 8, 1, -0.3, 1.1
- CCc1cccc(Nc2cnn(C34C[C@@H]5C[C@@H](CC(CC(=O)O)(C5)C3)C4)c(=O)c2Cl)c1
→ -2.3, 17, -0.7, i, /, 12, -1, -0.3, -0.2
- COc1ccc(NC(=O)C2CCCN2S(=O)(=O)c2cccc3cccnc23)cc1OC (centres undefined)
→ -0.6, -6, 0.0, i, -7.6, 16, 5, 1.0, 1.8
- Cc1ccc(Sc2ncccc2C(=O)NCC(c2ccc(F)cc2)N2CCOCC2)c(C)c1 (centres undefined)
→ -1.6, 7, 0.3, 0.7, /, 1, 2, /, -0.5
- Cc1ccc(S(=O)(=O)N2[C@@H](c3ccc(C(C)(C)C)cc3)C(C(=O)O)=CC[C@H]2c2ccc(C(C)C)cc2)cc1
→ -11, 20, -0.3, i, 3.8, 7, 5, 0.5, -1.7
- O=C(CSc1nnc(Nc2ccccc2F)s1)NC1CC1
→ -2.4, 3, 1.1, i, -1.9, -5, 3, -0.9, 0.0
- COc1ccc(C(=O)O)cc1S(=O)(=O)Nc1ccccc1Cc1ccccc1
→ -4.8, -3, 1.9, -0.2, -1.6, 2, -1, 0.7, /
- Cc1cccc(C(=O)Nc2ccc(C(=O)c3ccncc3)cc2)c1
→ -4.5, -2, 7.5, -0.5, 1.7, 4, -2, /, /
- CCN(CC(=O)NCc1ccc(F)cc1)C(=O)/C=C/c1ccc(OC)cc1
→ /, 7, 0.8, -0.3, 0.3, 8, 0, 3.2, 4.0
- Cc1ccc(-c2nc(CS(=O)(=O)CC(=O)NCCCN(Cc3ccccc3)C(C)C)c(C)o2)cc1
→ -1.2, 11, 0.1, i, 0.5, -6, -3, -0.7, -3.1
- Cc1ccc(C)c(N2CCN(C(=O)CCNC(=O)Cn3ccc4ccccc4c3=O)CC2)c1
→ -0.5, 0, /, -0.3, -1.8, 5, 1, 1.5, 0.5

# Every second line gives: FadD28 binding, Y pestis TopoI, TcdB GH inh, BH1578 lux ind, Mtb BioA inh, GDH-TPI inh, FBA Mtb inh, PfHsp40 yeast, Mtb UGM inh
- O=C(O)CN1C(=O)/C(=C\c2ccccc2OCc2ccc(F)cc2)SC1=S
→ -11, 6, -2.8, i, 7.6, 7, -1, 7.7, -0.9
- Cn1c(=O)c(-c2ccccc2N)nc2ccccc21
→ -2.3, -6, /, i, /, 22, -5, -0.9, -0.1
- Cc1ccc(Cl)c(OCC(=O)NCc2ccco2)c1
→ -0.7, 9, /, i, /, 1, 1, 0.4, -3.1
- CC1CCN(C(=O)CN2C(=O)NC(C)(c3ccc4ccccc4c3)C2=O)CC1 (centres undefined)
→ -2.5, 18, -8.7, i, 1.1, 3, -2, -2.3, 0.5
- Nc1ccc(-n2c(N)c(C(=O)NCc3ccc4c(c3)OCO4)c3nc4ccccc4nc32)cc1
→ -2.2, 0, 0.4, 0.8, -0.6, 22, 7, -0.9, 1.2
- O=C(c1ccc(=O)n(Cc2ccccc2)n1)N1CCN(C/C=C/c2ccccc2)CC1
→ -2.9, 8, /, -0.3, 5.9, -5, -1, 2.8, 2.4
- O=C(O)c1ccccc1NS(=O)(=O)c1ccc2c(c1)OCCO2
→ -0.9, -2, -1.3, -0.2, -0.8, -4, 20, -0.4, 1.9
- Cc1cccc(CNC(=O)c2ccc3nc(Cc4ccccc4F)oc3c2)n1
→ 1.8, 27, 0.3, i, 3.0, 8, 0, -1.0, 0.3
- Cc1ccccc1NC(=O)COc1ccc(Br)cc1C
→ -2.1, 18, 0.2, -3.4, /, 2, -1, -0.3, -2.7
- Nc1ccccc1SCC1CSc2nc3ccccc3c(=O)n21 (centres undefined)
→ -3.4, -8, 4.2, -0.2, 0.0, -6, -5, 2.3, 0.2
- Cc1cc(NC(C)c2ccccc2)n2ncc(-c3ccccc3)c2n1 (centres undefined)
→ -5.0, -6, -0.9, i, -1.5, -8, 33*, 2.2, 0.1
- CN(Cc1ccccc1)S(=O)(=O)c1ccc(OCC(=O)Nc2cccc([N+](=O)[O-])c2)cc1
→ -5.7, -6, 0.8, -0.6, 0.5, -5, -5, 1.5, -1.0
- COc1ccc(Nc2oc(-c3ccccc3F)nc2C#N)cc1
→ 1.0, -3, -4.8, -0.5, /, 22, 2, 2.2, -1.4
- COc1ccc(OC)c(S(=O)(=O)N2CCC(C(=O)Nc3cccc(C(F)(F)F)c3)CC2)c1
→ -5.6, 11, /, -0.6, 1.1, -4, 0, 0.9, -3.1
- CC(=O)N1CCN(Cc2nc3cc(NC(=O)COc4ccccc4)ccc3n2C)CC1
→ -3.8, 6, -0.2, i, /, -1, 4, 1.4, -0.1
- O=C1C2(c3ccccc3)CN(CCO)CC1(c1ccccc1)CN(CCO)C2
→ 0.9, -8, /, i, -4.8, 8, -2, -0.2, 0.6
- O=c1cc(Cl)c(-c2ccccc2)nn1Cc1ccc(Cl)cc1
→ 1.1, 20, 0.3, i, 0.5, 2, 6, 4.6, 0.8
- Cc1cccc(C)c1NC(=O)CNC(=O)c1ccc(N2CCOCC2)c([N+](=O)[O-])c1
→ -0.8, 4, 0.8, -0.2, -0.8, 2, -2, /, /
- CCOC(=O)c1ccc(N2C(=O)CC(N(Cc3ccc4c(c3)OCO4)C(=O)Nc3ccccc3)C2=O)cc1 (centres undefined)
→ -4.6, -13, 0.9, -0.4, 0.8, 1, -2, -0.4, 0.1
- CN1/C(=C/C(=O)c2cccs2)Sc2ccccc21
→ -2.5, 3, /, i, -1.1, -10, 1, 0.1, -4.2
- c1coc(-c2nc3nc4ccccc4nc3n2-c2ccc3c(c2)OCCO3)c1
→ -0.7, 1, /, i, -2.0, 22, -1, -1.2, /
- COC(=O)C1=NN(c2ccc(C)cc2)C2(S1)SC(C(C)=O)=C(C)N2c1ccccc1 (centres undefined)
→ 1.5, 7, 2.2, -1.3, 0.9, -8, 6, 1.0, -2.0
- CNc1oc(-c2ccc(C)cc2)nc1P(=O)(c1ccccc1)c1ccccc1
→ -2.4, 8, /, -0.4, /, 17, -2, 0.5, 0.3
- NS(=O)(=O)c1ccc(NC(=S)NC2CCCCCC2)cc1
→ 0.8, -11, /, -0.3, /, 0, -1, -0.4, -0.3
- COCCN(C(=O)COC(=O)c1ccc(-c2ccccc2)cc1)c1c(N)n(Cc2ccccc2)c(=O)[nH]c1=O
→ -0.5, 30, 0.5, -0.3, -1.6, -4, 1, -1.8, /
- CCOC1=C2[C@@H](CN(S(=O)(=O)c3ccc(C)cc3)[C@H]2c2cccc3ccccc23)[C@H]2C(=O)N(Cc3ccccc3)C(=O)[C@H]2C1
→ 0.5, /, 0.9, /, -2.6, /, 0, /, /
- N#CC1(Nc2ccc(C(=O)O)cc2)CCCC1
→ -0.5, 1, 1.0, /, /, 7, 3, -1.7, /
- CC(C)CCNC(=O)Cc1csc(-c2ccccc2)n1
→ -0.7, -9, 0.7, -2.1, -2.6, 7, 3, 0.6, -2.8
- COc1cc(C(=O)NC(CCSC)C(=O)Nc2ccc(N3CCOCC3)cc2)cc(OC)c1OC (centres undefined)
→ -2.4, -2, 1.1, -0.9, -0.8, 11, 2, /, /
- CC(C)(C)OC(=O)NCCCC[C@H](NC(=O)c1nc[nH]c1C(=O)N1CCc2ccccc2C1)C(=O)OC(C)(C)C
→ -5.8, 19, 0.6, i, 0.2, -8, -3, 1.0, -2.0
- CCOC(=O)C(C)Sc1nnc(NC(=O)c2ccc(C)c([N+](=O)[O-])c2)s1 (centres undefined)
→ -4.3, 1, /, -0.5, /, 21, 1, 2.3, -0.3
- Cc1cccc(N2C(=O)C3C4CC(=O)C(c5ccccc54)C3C2=O)c1C (centres undefined)
→ 0.3, 10, 0.9, 0.2, /, 10, 1, -1.2, 0.3
- Cc1cc(NC(=O)CSc2nc(C(C)C)nc3c2c(=O)n(C)c(=O)n3C)no1
→ 0.2, 3, -1.0, -0.2, -1.1, -1, 3, 0.8, -0.9

# Individual results from the list:
# Value of CC(=O)Nc1ccc(C(=O)COC(=O)CN2C(=O)NC3(CCCCC3C)C2=O)cc1 (centres undefined) under FBA Mtb inh: 5
# Value of Cc1ccc(-c2nnn(CC(=O)Nc3ccccc3-c3ccccc3)n2)c(-n2cnnn2)c1 under FBA Mtb inh: 0
# Value of O=C(CSc1nnc(Nc2ccccc2F)s1)NC1CC1 under GDH-TPI inh: -5

# High-throughput results: PubChem BioAssay, several laboratories
